# LRH-1 inv ag: NR5A2 inverse agonism in reporter assay | hit rate 0.13% among 360,000 | inhibition, % at 3.6 µM | HEK293T StAR-luciferase reporter, LRH-1 transfected, 24 h;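 active means inhibition above the mean inhibition of all tested compounds plus 3 SD, cut at about 73% in these data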;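 further: 0% = DMSO wells and 100% = reporter-only cells lacking LRH-1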
# Target sequence (O00482 whole entry, looked up): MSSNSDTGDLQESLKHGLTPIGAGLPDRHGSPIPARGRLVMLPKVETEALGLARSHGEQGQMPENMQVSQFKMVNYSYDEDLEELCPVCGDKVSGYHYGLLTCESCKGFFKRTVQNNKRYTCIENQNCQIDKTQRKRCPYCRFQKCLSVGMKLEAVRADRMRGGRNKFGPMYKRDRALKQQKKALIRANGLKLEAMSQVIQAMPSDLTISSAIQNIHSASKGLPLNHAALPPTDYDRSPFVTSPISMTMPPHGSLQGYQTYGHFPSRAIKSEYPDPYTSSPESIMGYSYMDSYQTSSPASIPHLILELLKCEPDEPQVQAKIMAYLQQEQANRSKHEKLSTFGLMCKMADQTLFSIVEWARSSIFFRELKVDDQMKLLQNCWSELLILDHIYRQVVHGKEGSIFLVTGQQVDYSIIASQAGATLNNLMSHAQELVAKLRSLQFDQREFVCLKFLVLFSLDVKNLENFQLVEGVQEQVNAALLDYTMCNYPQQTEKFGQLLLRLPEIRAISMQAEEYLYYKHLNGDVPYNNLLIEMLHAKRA
# COUP-TFII inh: NR2F2 (human) inhibition, primary screen. P24468. HEK293T NGFI-A luciferase reporter, luminescence. inhibition, % at 8.6 µM. hit rate 0.7% among 370,000. AID 686940;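 active means inhibition above a per-plate cutoff, mean inhibition of test wells between control levels plus 3 SD, cut at about 38% in these data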;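 further: cells cotransfected with COUP-TFII expression vector driving the NGFI-A reporter; 0% = median of COUP-TF2 test wells and 100% = reporter-only cells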
# Target sequence (P24468 whole entry, looked up): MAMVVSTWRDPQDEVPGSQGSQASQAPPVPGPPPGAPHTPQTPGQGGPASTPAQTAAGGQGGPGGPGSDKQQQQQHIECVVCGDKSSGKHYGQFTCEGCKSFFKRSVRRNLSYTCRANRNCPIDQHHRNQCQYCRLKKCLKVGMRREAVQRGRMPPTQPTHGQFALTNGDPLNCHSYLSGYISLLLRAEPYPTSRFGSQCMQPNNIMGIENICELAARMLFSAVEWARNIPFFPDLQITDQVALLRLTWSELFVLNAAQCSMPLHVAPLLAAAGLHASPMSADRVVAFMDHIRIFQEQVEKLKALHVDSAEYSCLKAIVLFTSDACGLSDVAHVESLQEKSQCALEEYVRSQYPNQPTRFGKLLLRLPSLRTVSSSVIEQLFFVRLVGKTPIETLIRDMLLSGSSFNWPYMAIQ
# SRC2 inh: human SRC2 (NCOA2) inhibition; Q15596; AID 651957; hit rate 0.17% among 370,000; inhibition, % at 9 µM; HEK293 GAL4-SRC2 luciferase reporter, luminescence;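 active means inhibition above the mean inhibition of all tested compounds plus 3 SD, set per campaign, cut at about 52% in these data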;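 further: 0% = DMSO treated cells and 100% = cells given Gossypol at 36 µM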
# CF NFkB block: blocks PAF-induced NF-kB reporter in cystic fibrosis cells. inhibition, % at 5 µM. KKLEB NF-kB-GFP reporter, GFP fluorescence overnight. hit rate 0.86% among 360,000. AID 588850;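 active means at least 50% inhibition at 5 µM, scaled per plate between neutral and stimulator controls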;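 further: PAF is a Pseudomonas aeruginosa culture filtrate used as stimulus; plate controls were PAF-stimulated DMSO wells for no effect and unstimulated DMSO wells for full effect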
# TWEAK Fn14 block: TWEAK-Fn14 signaling inhibition; AID 1159606; TWEAK-stimulated Fn14 reporter cells, luciferase luminescence, 8 h; hit rate 2% among 360,000; inhibition, % at 10 µM; in the data active means inhibition above about 50%
# KKLEB cytotox: CF airway cell cytotoxicity counter-screen; activity change (cytotoxicity), % at 5 µM; hit rate 0.36% among 360,000; KKLEB CF airway cells viability, ATPlite luminescence, overnight; hits give low values; cells stimulated with P. aeruginosa culture filtrate;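 active means corrected activity change at or below -50% at 5 µM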
# TRAIL sens C8: caspase-8 TRAIL sensitization. NB7+C8 cells + TRAIL, ATPlite viability luminescence. inhibition (viability loss, TRAIL sensitization), % at 10 µM. hit rate 1% among 360,000. AID 624354;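 active means compounds causing at least 50% loss of cell viability in the single-dose screen, relative to plate controls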
# LMP1 NFkB inh: inhibitors of Epstein-Barr LMP1-induced NF-kappaB reporter; LMP1-induced NF-kappaB luciferase reporter cells, luminescence; hit rate 0.69% among 350,000; inhibition, % at 12.5 µM; in the data active means inhibition above about 41%;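 further: 0% = neutral control wells and 100% = reference inhibitor control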
# TROY NFkB inh: inhibitors of TROY-dependent NF-kB signaling | inhibition, % at 10 µM | AID 1347056 | hit rate 0.98% among 360,000 | Q293 LMP1-TROYcd NF-kB luciferase reporter, 4 h;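 active means compounds whose plate-normalised and pattern-corrected inhibition of the luciferase reporter signal at the single screening dose is 50% or more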
# SRC3 inh: human NCOA3 inhibition | inhibition, % at 3.6 µM | hit rate 0.17% among 360,000 | HEK293 GAL4-SRC3 luciferase reporter, luminescence | AID 588352;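 active means inhibition above a per-campaign cutoff, the mean of all compounds plus 3 SD, cut at about 60% in these data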;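 further: 0% = DMSO-treated cells and 100% = gossypol-treated cells at 36 µM; higher means less SRC3-driven luciferase light from the GAL4 reporter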
# NCOA1 inh: inhibitors of human steroid receptor coactivator 1 (SRC1) | inhibition, % at 3.6 µM | Q15788 | HEK293 GAL4-SRC1 luciferase reporter, luminescence | hit rate 0.12% among 360,000;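 active means inhibition above the campaign mean plus 3 SD, with each screening campaign given its own cutoff, cut at about 60% in these data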;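 further: 0% = DMSO treated cells and 100% = gossypol at 36 µM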
# Active calls of the source: *; . = no result given.
SMILES,LRH-1 inv ag,COUP-TFII inh,SRC2 inh,CF NFkB block,TWEAK Fn14 block,KKLEB cytotox,TRAIL sens C8,LMP1 NFkB inh,TROY NFkB inh,SRC3 inh,NCOA1 inh
CCc1ccc(N(CC(=O)NC2CCCC2)C(=O)CCC(=O)Nc2cc(C)on2)cc1,2,9,10,9,16,-5,-3,-4,3,4,-3
Cc1ccc(CNC(=O)CSc2nc3ccccc3[nH]2)cc1,-33,16,-18,-1,-8,1,-23,-6,-36,-5,-13
CC(C)CNS(=O)(=O)c1ccc(CCC(=O)NCCC2=CCCCC2)cc1,36,-6,-12,-1,27,-14,-9,1,-7,15,-12
COc1cc(NC(=O)Cc2ccc(F)cc2)cc(OC)c1OC,5,12,-2,-2,5,-11,5,1,1,19,1
COCCNC(=O)C1CCCN(Cc2ccc(-c3ccccc3)cc2)CC1 (stereo unspecified),15,9,10,-9,-14,-4,-1,.,1,1,-43
CC1(OC(=O)C2CCCC2)C(=O)C=C2C=C(c3ccsc3)N(Cc3ccc4c(c3)OCO4)C=C2C1=O (stereo unspecified),24,2,-26,13,-7,0,11,2,3,-8,-42
O=C1NC(=S)NC(=O)C1=Cc1ccccc1C(=O)O,-6,3,5,18,-2,-9,-13,-5,15,14,10
O=C(Cc1cccc2ccccc12)Nc1cc(Cl)ccc1C(=O)O,18,-11,0,4,-14,-2,-31,6,25,-3,2
Cc1c(C(=O)OCCOC(C)C)[nH]c2c1C(=O)CC(C)(C)C2,3,12,-6,-3,3,26,15,5,-19,-2,-16
Cc1cccc(C)c1NC(=O)N1CCC(C(=O)c2ccc(F)cc2)CC1,17,-10,16,-1,2,-1,-24,-13,-3,10,-8
COc1ccc(CCNCC(=O)Nc2ccc(OC(F)F)cc2)cc1,-1,12,15,-6,-3,-4,-20,-1,-18,11,-23
CC(=O)CC(C)(C)S(=O)(=O)c1ccc(Oc2ccc(S(=O)(=O)C(C)(C)CC(C)=O)cc2)cc1,-2,0,17,-2,1,-3,5,5,5,6,-7
CC(C)C(=O)Nc1ccc2c(c1)C(=O)N(CCC(=O)O)C2=O,19,1,-54,-10,14,5,0,-5,-2,0,-5
Cc1cc(Nc2ccccc2)n(CCOC(=O)COc2ccccc2)n1,3,-4,13,-1,7,-3,2,7,-2,7,1
COc1cccc(C(=O)N2CCN(C(=O)c3ccc(-c4ccccc4)cc3)CC2)c1OC,-12,35,-2,4,-1,0,-5,8,10,15,6
CCCCn1c(N)c(N(CCOC)C(=O)c2cc(-c3ccccc3Cl)nc3ccccc23)c(=O)[nH]c1=O,12,-13,-6,14,-1,-2,-4,-5,2,-27,8
Cc1ccc(OCCOCCn2cnc3ccccc3c2=O)c([N+](=O)[O-])c1,-2,-13,-2,2,-12,3,-3,4,-8,12,-10
O=C(NCc1ccco1)C(=O)NCC1OCCN1S(=O)(=O)c1cc(F)ccc1F (stereo unspecified),-1,-3,-28,-3,-19,-1,-45,7,6,14,-5
COc1cccc2c(=O)c(C/C=C(/C)Cl)c(C)[nH]c12,0,-12,4,3,4,6,5,1,0,5,-19
O=C(NNC(=O)c1ccc(Cl)c(Cl)c1)c1cccnc1,-4,-7,-39,-1,-1,-6,-4,1,3,1,8
COCCN=C1OC(=O)N2C(=O)C3=C4[C@@H](C[C@H]5C(=O)N(c6ccccc6)C(=O)[C@H]5[C@H]4[C@@]12Cc1ccccc1)[C@H]1C(=O)N(c2ccccc2)C(=O)[C@H]1[C@H]3C,-36,1,-6,9,16,-22,-5,0,-12,-4,-7
CCN(CC(=O)Nc1c(F)cccc1F)C(=O)c1cccc(-n2cnnn2)c1,-18,-9,-5,12,-8,4,2,3,5,-19,-2
CCCCc1nc(SCC(=O)N2CCCCC2)c2c(=O)n(C)c(=O)n(C)c2n1,-5,0,5,-14,-3,23,-7,3,-15,-1,-4
CCOC(=O)C(C)Sc1nc(=O)n2ccccc2n1 (stereo unspecified),16,8,-14,1,-8,3,-6,2,-11,16,-2
CC(=O)c1ccc(S(=O)(=O)Nc2ccc(C(=O)NCC(c3cccs3)N3CCOCC3)cc2)cc1 (stereo unspecified),4,-3,6,13,-7,-5,-7,4,2,-4,7
CC(C(=O)N1CCN(Cc2ccccc2)CC1)n1ncn2cccc2c1=O (stereo unspecified),14,5,11,1,-11,-5,-2,-2,13,6,-3
CCC1(C)Cc2ccccc2-c2nc(NCCCO)n(-c3ccccc3)c(=O)c21 (stereo unspecified),5,15,6,-12,-7,4,3,-10,-15,-12,-12
CCOC(=O)c1sc(S(C)(=O)=O)c2c1CCc1conc1-2,2,5,12,14,-6,-2,3,.,-5,-23,-7
CC1(C(=O)Nc2ccccc2Cc2ccccc2)CCN1Cc1ccccc1Cl (stereo unspecified),-8,12,14,-4,-37,-3,28,.,-13,7,-2
CCOC(=O)c1cnn(-c2cc(Oc3cccc(C)c3)ncn2)c1N,19,-1,-19,-12,-1,-7,8,-2,6,-3,9
O=C(NCCN1CCN(c2cccc(Cl)c2)CC1)c1ccc(CSc2nc3ccncc3[nH]2)cc1,11,27,12,8,45,-8,14,-11,40,19,-6
Cc1nc(-c2ccc(S(=O)(=O)NCC3CCN(C(=O)OC(C)(C)C)CC3)s2)cs1,-1,-15,16,11,-8,-9,-12,12,-9,3,-4
CC(=O)Nc1cccc(-c2cc3nc(NCc4cccnc4)n(C)c(=O)c3s2)c1,-16,-6,-14,26,-12,-14,2,.,-22,-8,-45
Cc1c(C)n(CCN(C)C)c2ccc(C(=O)OCCN(C)C)cc12,-9,-9,-126,2,-14,5,13,-14,-17,-4,-1
CCCCc1nnc(NC(=O)CCSc2ccccc2)s1,-2,-1,-6,-2,-19,-6,7,4,-25,-3,-11
O=C(CCc1ccccc1)Nc1nncs1,-20,-5,15,4,8,4,-1,-5,7,-1,4
Cc1ccccc1NC(=O)COC(=O)c1n[nH]c(=O)c2ccccc12,2,8,8,11,-20,-3,19,-2,-8,8,-1
O=C1CC(c2ccc3c(c2)OCO3)CN1 (stereo unspecified),-4,-5,-1,2,13,4,6,-1,4,-3,1
CCOc1ccc(-c2nc(N)ncc2-c2ccccc2OC)c(O)c1,3,-16,0,-12,20,-3,-21,1,10,4,1
CCC(C)NC(=O)Cc1cn(C)c2ccccc12 (stereo unspecified),-1,-9,-7,7,6,-3,16,-6,6,-29,-15
Cn1cccc1C(=O)NC(=O)CSc1nc2ccccc2s1,-5,7,-4,-2,0,1,16,-2,4,4,-16
O=C(Cc1c[nH]c2ccccc12)OCCOC(=O)Cc1c[nH]c2ccccc12,20,8,-7,-11,17,-4,-3,-13,16,17,-4
O=S(=O)(c1cccc(C(F)(F)F)c1)N1CCN(c2nnnn2-c2ccccc2)CC1,8,12,-4,-7,1,3,8,-5,-5,-2,-20
Nc1cc(SCc2ccc([N+](=O)[O-])cc2)ncn1,21,-4,-17,11,23,-30,0,-3,6,-13,-8
COc1ccc(C2(C(F)(F)F)NC(=O)N(C)C(=O)N2C)cc1 (stereo unspecified),4,17,24,4,0,-6,2,-6,-4,-4,-10
CC(C)CCNC(=O)C(c1cccnc1)N(CCc1ccccc1)C(=O)Cn1nnc2ccccc21 (stereo unspecified),9,6,-26,-10,4,-2,-8,5,-17,18,2
Clc1ccc(-c2nnc3n2CCCCC3)cc1,-4,9,15,1,-24,-15,1,0,5,-8,-7
CC(C)=C1SC(N2CCOCC2)=NC1=O,2,-1,-18,-19,-1,4,-4,6,14,5,-10
COc1ccccc1NC(=O)CCNS(=O)(=O)c1ccc2[nH]c(=O)oc2c1,-13,15,-17,-16,-9,4,1,5,-5,-30,-5
CCOc1ccc(OCC)c(NC(=O)CN2CCN(CC)CC2)c1,13,13,-7,3,-1,-2,1,2,-14,-27,-5
COCc1cc(=O)n2[nH]c(-c3ccccc3)cc2n1,-28,-31,-25,5,-2,-4,-2,-21,-28,-1,-20
CCOc1ccc(C(=O)COC(=O)Cc2n[nH]c(=O)c3ccccc23)cc1,4,-2,2,29,6,-8,4,-7,24,-6,-15
Cc1ccc(CNc2ccc(N3C(=O)CCCC3=O)cc2[N+](=O)[O-])cc1,7,4,4,12,-14,-2,-10,-4,-1,22,-30
Cc1cc(C(=O)N2CCOCC2)n(-c2ccccc2)n1,-5,5,2,8,-8,-3,-8,3,-2,8,0
O=C(Nc1ccccc1)N1CCNCC1,9,11,3,-9,8,-8,17,-2,90*,3,-3
O=C(Cc1ccccc1)N/N=C/c1ccccc1Cl,-12,-18,-52,12,0,4,-5,-5,-48,3,-16
CC1(C(=O)NS(=O)(=O)c2ccc(F)cc2F)CCN1C(=O)c1cccc(F)c1 (stereo unspecified),-28,-12,-28,-16,-6,-2,-12,.,-12,-15,-8
Cc1ccsc1/C=N/NC(=O)C1CC(=O)N(c2ccc(F)cc2)C1 (stereo unspecified),12,9,-16,-6,6,8,-15,0,-13,7,12
COc1cc(C2c3cc(O)c(OC)cc3CC(C(=O)O)C2CO)ccc1O (stereo unspecified),6,3,-3,0,0,18,-22,25,-3,-9,-27
COc1cc(OC)cc(C(=O)N/N=C\c2ccoc2)c1,21,-32,-9,-16,-3,-16,12,-4,-1,21,12
# Later entries.
SMILES,LRH-1 inv ag,COUP-TFII inh,SRC2 inh,CF NFkB block,TWEAK Fn14 block,KKLEB cytotox,TRAIL sens C8,LMP1 NFkB inh,TROY NFkB inh,SRC3 inh,NCOA1 inh
COc1ccccc1N1CCSC1C(N)=O (stereo unspecified),8,5,-25,5,9,-2,-6,-5,19,1,-22
COc1ccc(-n2c(SCC(=O)Nc3ccccc3)nnc2-c2ccc(NS(=O)(=O)c3ccc(C)cc3)cc2)cc1,-2,-4,-11,-3,18,-20,20,4,17,-1,-6
COC(=O)C1=C(Nc2ccccc2NS(=O)(=O)c2ccc(C(F)(F)F)cc2Cl)CSC1,-10,-17,-28,6,12,-4,1,-1,-5,5,6
Nc1cccc(S(=O)(=O)NC2=NCCC2)c1,-3,-2,11,-20,-2,10,1,0,5,14,-5
COc1ccc(CN(C)C(=O)/C=C/[C@H]2O[C@@H](n3cc(C)c(=O)[nH]c3=O)C[C@@H]2O)cc1OC,-9,-8,4,-26,-34,-5,-8,.,6,13,4
O=C(Nc1ccccc1)c1cnc2n(c1=O)CCS2,-15,-10,-65,-23,-20,4,5,-8,-36,-47,-59
CCOc1ccc2c(c1)[N+](C)(C)C(C)(C)C=C2C,0,-23,-13,-3,7,-2,-5,-4,-8,-5,-20
COc1ccccc1NC(=O)C(C)OC(=O)CC1CCCC1 (stereo unspecified),-13,-22,-2,-5,-4,-3,11,-6,-11,2,-25
CCOC(=O)C1=C(C)Nc2nc(SC)nn2C1c1ccc(C(=O)OC)cc1 (stereo unspecified),-3,.,.,13,-11,-12,6,-10,0,-10,-1

# Some entries already given, limited to TROY NFkB inh and TWEAK Fn14 block.
compound | TROY NFkB inh | TWEAK Fn14 block
Nc1cccc(S(=O)(=O)NC2=NCCC2)c1 | 5 | -2
COc1ccc(CN(C)C(=O)/C=C/[C@H]2O[C@@H](n3cc(C)c(=O)[nH]c3=O)C[C@@H]2O)cc1OC | 6 | -34
